Bioassay records from PubChem.
MITF act: activators of MITF-driven TRPM1 promoter reporter, primary screen, cell-based, SK-MEL-5, luciferase, single point; SK-MEL-5 TRPM1-promoter luciferase, 24 h; % of positive control, neutral wells = 0; activation, % at 12.5 µM; 300,000 tested, 0.75% active;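 active means mean activation of at least 80% with every replicate also reaching 80%; inconclusive means mean reaches 80% but some replicate falls short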;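 further: 0% = neutral control wells and 100% = parthenolide positive control wells; values of inactives mirror those of a sister screen read the other way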
dFosB act: activators of delta FosB homodimer, primary screen, biochemical, fluorescence polarization, TAMRA-CDK5 oligo, single point | purified delta FosB; percent of positive-control signal above neutral wells | activation, % at 25 µM | 340,000 tested, 0.99% active | AID 493131, 2011;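 active means mean activation above about 17%, with every replicate also reaching it, limit read from the data, passing the limit was not always enough; inconclusive means only one of the two conditions met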;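 further: fluorescence polarization rise as delta FosB binds a TAMRA Cdk5 AP-1 oligo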
Target sequence (P13346 whole entry, looked up): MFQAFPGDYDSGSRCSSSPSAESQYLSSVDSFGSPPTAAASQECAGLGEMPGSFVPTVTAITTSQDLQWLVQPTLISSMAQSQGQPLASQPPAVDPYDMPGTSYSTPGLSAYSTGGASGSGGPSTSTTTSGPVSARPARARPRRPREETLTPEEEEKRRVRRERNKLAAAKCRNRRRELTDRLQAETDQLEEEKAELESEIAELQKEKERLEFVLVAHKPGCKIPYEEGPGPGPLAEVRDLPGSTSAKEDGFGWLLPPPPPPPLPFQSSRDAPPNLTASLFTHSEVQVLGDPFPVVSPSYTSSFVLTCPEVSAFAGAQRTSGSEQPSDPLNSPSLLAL
Rtt109 HAT inh: inhibitors of C. albicans Rtt109/Vps75 HAT, primary screen, biochemical, ThioGlo CoA-SH fluorescence, plate reader; Histone acetyltransferase RTT109 (Candida albicans (strain SC5314 / ATCC MYA-2876)), …; purified Rtt109/Vps75, 4 h; inhibition, % at 34.9 µM; 330,000 tested, 0.16% active; AID 540336, 2011;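 active means inhibition of at least 50% in every replicate; inconclusive means best replicate reaches 50% inhibition but some replicates fall short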
Target sequence (Q5AAJ8 whole entry, looked up): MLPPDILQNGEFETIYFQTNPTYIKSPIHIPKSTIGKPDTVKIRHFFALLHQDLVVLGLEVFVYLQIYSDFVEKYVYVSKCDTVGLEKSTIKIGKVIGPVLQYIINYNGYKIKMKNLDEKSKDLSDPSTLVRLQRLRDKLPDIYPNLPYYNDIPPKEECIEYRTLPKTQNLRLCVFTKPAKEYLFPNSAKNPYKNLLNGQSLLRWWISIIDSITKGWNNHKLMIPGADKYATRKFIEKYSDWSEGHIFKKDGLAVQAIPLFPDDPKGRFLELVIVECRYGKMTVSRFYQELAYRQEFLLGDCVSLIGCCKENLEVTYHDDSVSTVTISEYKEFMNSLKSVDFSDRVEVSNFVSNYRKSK
HTR5A ag: HTR5A agonists in luminescence cell assay, primary screen, counter-screen for OPRM1-OPRD1 heterodimer agonist project, full-deck HTS; 5-hydroxytryptamine receptor 5A (Homo sapiens), P47898; cell-based; activation, % at 9.3 µM; 340,000 tested, 0.61% active; in the data active means activation mostly above about 9.5%, no sharp cut-off; inactive means mostly below about 7.6%;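 further: 0% = cells with vehicle only and 100% = reference agonist; strong numbers were not always called active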
Target sequence (P47898 whole entry, looked up): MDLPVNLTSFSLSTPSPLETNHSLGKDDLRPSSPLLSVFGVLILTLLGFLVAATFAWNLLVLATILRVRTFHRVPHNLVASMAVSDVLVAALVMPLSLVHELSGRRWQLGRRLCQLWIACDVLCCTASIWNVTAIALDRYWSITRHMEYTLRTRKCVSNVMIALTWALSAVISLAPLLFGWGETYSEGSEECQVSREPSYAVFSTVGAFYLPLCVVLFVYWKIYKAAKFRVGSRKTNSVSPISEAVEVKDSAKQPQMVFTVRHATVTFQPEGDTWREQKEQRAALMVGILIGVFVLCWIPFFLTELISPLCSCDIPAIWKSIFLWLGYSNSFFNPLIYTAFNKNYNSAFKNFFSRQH
PvdQ acylase: P. aeruginosa PvdQ acylase inhibitors, primary screen, biochemical, fluorescence, plate reader and imaging, single point. PvdQ acylase [Pseudomonas aeruginosa LESB58]. purified PvdQ acylase. inhibition, % at 10 µM. 340,000 tested, 0.063% active; in the data active means inhibition above about 30%, passing the limit was not always enough; inconclusive means no clear call, values can overlap the other calls;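 further: 0% = vehicle neutral wells and 100% = reference inhibitor wells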
SR-BI HDL uptake: inhibitors of SR-BI mediated HDL lipid uptake, primary screen, ldlA[mSR-BI] cells, fluorescence, single point | inhibition, % at 12.5 µM | AID 488896, 2010 | ldlA[mSR-BI] CHO cells, DiI-HDL uptake fluorescence, 3 h | Scavenger receptor class B member 1 (Mus musculus), Q61009 | 320,000 tested, 0.96% active;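 active means mean replicate inhibition of at least 70% and a set share of replicates each scoring 70 or more; inconclusive means meets just one of the two criteria; inactive means fails both criteria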;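 further: 0% = median of neutral control wells and 100% = median of positive control wells; values of inactives mirror those of a sister screen read the other way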
RTF Ca sens act: cardiac RTF calcium sensitivity activators, primary screen, biochemical, IANBD-TnC fluorescence, EC20 calcium | IANBD-labeled TnC RTF fluorescence at EC20 calcium; 0% EC20 calcium, 100% full calcium | 340,000 tested, 0.24% active | activation, % at 7.2 µM;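 active means activation above the mean over all tested compounds plus 3 SD, cut at about 30% in these data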;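 further: rise in fluorescence read as greater calcium sensitivity of cardiac thin filaments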
CDK5 inh: inhibitors of human CDK5/p35 kinase, primary screen, biochemical, single concentration | Cyclin-dependent kinase 5 (Homo sapiens) + Cyclin-dependent kinase 5 activator 1 (Homo … | Recombinant CDK5/p35, ADP-Glo luminescence, 60 min | inhibition, % at 10 µM | 330,000 tested, 0.01% active | AID 488839, 2010;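 active means highest replicate inhibition of at least 50% and at least 75% of replicates reaching 50%; inconclusive means only one of the two criteria met; inactive means both criteria failed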;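 further: plate controls were DMSO neutral control for no effect and GW8510 at 10 µM for full effect; many of its hits are not listed in these tables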
Wnt act: Wnt/beta-catenin pathway activators, primary screen, cell-based, plate reader, single point | Wnt/beta-catenin reporter cell assay, activator | activation, % at 9.35 µM | 300,000 tested, 1.2% active | AID 743398, 2014; in the data active means activation above about 30%, passing the limit was not always enough; inconclusive means no clear call, values can overlap the other calls;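 further: 0% = neutral control wells and 100% = positive control wells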
SR-BI DiI-HDL act: activators of SR-BI mediated DiI-HDL uptake, primary screen, ldlA[mSR-BI] CHO cells, DiI fluorescence. 3 h; 100 = double the neutral-control signal. activation, % at 12.5 µM. 320,000 tested, 0.096% active;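 active means mean replicate activation of at least 60% and every replicate at or above 60%; inconclusive means mean or all-replicate condition met, but not both; inactive means mean below 60% and not all replicates reaching 60%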;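 further: 0% = median plate neutral-control signal and 100% = twice that signal; values of inactives mirror those of a sister screen read the other way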
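Test system: SR-BI-overexpressing, LDLR-lacking CHO cells; Also added: labelled HDL, 10 µg/mL; Measured by: bottom-read cell fluorescence after medium removal, ex 550/em 595 nm; Timing: 3 h uptake period with compound, 37 °C; Buffer or medium: F12, 0.5% BSA, 25 mM HEPES; Doses: single compound concentration, delivered by pin transfer.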
Starred values were filed as active, the others as inactive; u = inconclusive; x = no result given.

molecule,MITF act,dFosB act,Rtt109 HAT inh,HTR5A ag,PvdQ acylase,SR-BI HDL uptake,RTF Ca sens act,CDK5 inh,Wnt act,SR-BI DiI-HDL act
CN1C(=S)SC(/[N+]([O-])=C/c2ccc(Cl)cc2)C1(C)C (stereo not drawn),-18,-3,-3,0,-7,10,2,1.6,0,-10
CC(=O)c1c(-c2ccc(Cl)cc2)c2ccccc2[nH]c1=O,7,-7,0,2,1,5,-1,0.2,-2,-5
COC(=O)c1cc(-c2cccc(OC)c2)n[nH]1,x,-14,-7,4,-20,2,26,-3.1,7,-2
Cc1ccc(S(=O)(=O)c2nnn(-c3cccc(F)c3)c2N)cc1,-6,3,-1,0,-13,3,1,3.0,0,-3
O=C(O)C1Cc2ccccc2CN1C(=O)COc1ccc(Cl)cc1Cl (stereo not drawn),-11,-1,8,0,-1,-3,1,-0.6,1,3
CNS(=O)(=O)c1cn(CC(=O)NCc2cccc(OC)c2)cc1S(=O)(=O)NC,-6,1,5,1,-7,-20,1,2.2,0,20
COc1cc(OC)c(-c2nn3c(-c4ccco4)nnc3s2)cc1OC,x,1,9,3,-14,17,3,0.4,x,-17
COc1ccc(C(=O)C(OC(=O)CNC(=O)c2ccco2)c2ccccc2)cc1 (stereo not drawn),-5,-10,0,-1,-5,11,4,0.4,-8,-11
C[C@]12c3[nH]c4ccc(Cl)cc4c3CCN1C(=O)[C@@H](CC(=O)NCCC1=CCCCC1)C[C@@H]2C(=O)N1CCCCC1,-26,-3,-10,3,-15,31,-3,-1.0,-1,-31
CCCN1CCN(C(=O)C2CCN(S(=O)(=O)c3c(C)noc3/C=C/c3ccc(C)cc3)CC2)CC1,-13,-22,13,3,-8,26,8,-1.4,0,-26
CCCCN=C1CC(C)(C)CC(=O)/C1=C(/O)CCCN1C(=O)c2ccccc2C1=O,0,-3,0,0,-7,-7,1,0.1,-2,7
CCOC(=O)CN(C(=O)CNC(=O)c1ccco1)C(C(=O)NC1CCCCC1)c1cccnc1 (stereo not drawn),-5,-1,-3,3,-10,-24,5,1.9,-4,24
CC(C)(C)c1nnc(NC(=O)Cc2ccc(Br)cc2)s1,18,2,-5,3,26,-20,-1,0.1,5,20
C=CCOc1cccc(C2C(C(=O)c3ccc(C)o3)=C(O)C(=O)N2c2nccs2)c1 (stereo not drawn),-15,-3,13,-4,-8,-10,9,1.2,-2,10
Cc1ccc(CN(C)C(=O)c2cccc(S(=O)(=O)N3CCN(c4ccccc4)CC3)c2)cc1,-18,-12,6,3,-13,7,-4,1.1,2,-7
Cc1ccc(C(=O)C2C(=O)c3ccccc3C2=O)cc1,0,-5,-2,-2,2,-25,1,3.2,x,25
Cc1ccc2c(CSc3nc4ccccc4c(=O)n3CCCO)cc(=O)oc2c1C,5,-13,4,0,9,4,-1,2.0,x,-4
O=C(CN1C(=O)NC2(CCCC2)C1=O)Nc1cc(Cl)ccc1N1CCCCC1,1,-13,7,13,-6,5,2,1.4,-1,-5
COc1ccc(C(c2nnnn2C(C)(C)C)N2CCN(C)CC2)cc1OC (stereo not drawn),-10,4,-3,0,-9,-6,-3,-0.1,x,6
NC(=O)CC(NC(=O)Cc1ccc(Br)cc1)c1ccc(NCCc2cccc(F)c2)c([N+](=O)[O-])c1 (stereo not drawn),3,3,-3,4,-11,7,-5,0.3,-5,-7
Cc1oc2ccc(OCc3ccc(F)cc3)cc2c1C(=O)O,-1,-7,1,10,-10,1,0,1.8,x,-1
CCN(CC)S(=O)(=O)c1ccc2c(c1)N(CC(=O)NCc1ccccn1)C(=O)CO2,5,3,-2,-1,0,-16,2,-1.6,-2,16
Cc1cc(Cl)ccc1OCC(=O)NCCCN1CCOCC1,-3,3,-4,-1,-26,x,1,0.4,x,x
CS(=O)(=O)N(CC(=O)NCC1CCCO1)c1ccc(Cl)c(Cl)c1 (stereo not drawn),4,2,1,8,-4,-23,0,-1.8,0,23
COCCN(C(=S)Nc1ccc(C(C)C)cc1)C(C)c1cccs1 (stereo not drawn),13,-6,0,11,-10,x,-1,-1.8,1,x
COc1ccc(-c2nc(C)ncc2N=Nc2ccccc2)cc1,12,-4,25,5,8,x,-5,0.6,0,x
CCCS(=O)(=O)N1CCCC(C(=O)c2ccccc2OC)C1 (stereo not drawn),-6,2,-7,1,-3,-6,1,-2.4,-1,6
CCOC(=O)Cc1csc(NS(=O)(=O)Cc2ccccc2)n1,12,0,1,-3,2,8,-3,0.8,-4,-8
COc1ccc(NC(=O)C2CCCN2S(=O)(=O)c2cccs2)c([N+](=O)[O-])c1 (stereo not drawn),-10,-7,1,-2,-8,8,-2,0.6,2,-8
CC(=O)c1ccc(-c2ccc(C(=O)NC3CC(C)(C)NC(C)(C)C3)o2)cc1,20,-25,6,6,-11,41,4,0.5,2,-41
CCN(C(=O)COC(=O)C1CC1)c1c(N)n(Cc2ccccc2)c(=O)[nH]c1=O,-3,1,-1,3,12,-7,1,3.1,-1,7
COc1cc(NC(=O)COC(=O)c2cnc(C)cn2)c(C)cc1[N+](=O)[O-],16,-1,-8,3,-18,-45,6,-2.1,4,45
CCN1CNC(=S)N(CCc2ccccc2)C1,-1,1,-3,2,-3,-51,-2,-1.7,1,51
CSc1ccccc1NC(=O)Nc1ccccc1,5,1,-30,-2,-11,11,1,1.4,6,-11
CC(=O)c1cccc(N(C(=O)c2ccco2)C(C(=O)NC2CCCC2)c2ccncc2)c1 (stereo not drawn),2,-3,11,6,12,-5,0,-1.1,x,5
CCCCNC(=O)C(C#N)c1nc2ccccc2nc1N1CCN(c2ccccc2F)CC1 (stereo not drawn),8,-5,4,0,5,-4,-1,0.3,x,4
Cc1nnc(NC(=O)c2oc3ccccc3c2C)s1,22,-14,12,7,3,6,1,0.4,25,-6
CC(C)Cn1c(O)c(/C=C2\C=NN=C2c2ccccc2)sc1=S,10,-4,6,3,-12,48,-1,-1.2,-1,-48
Cc1cc2nnc(SCC(=O)OC(C)C)n2c2ccccc12,2,-21,5,1,-7,2,-2,x,1,-2
O=C1NN(c2ccc(Cl)c(Cl)c2)C(=O)/C1=C/c1ccc(-c2ccccc2C(=O)O)o1,-3,-7,1,3,3,-12,-5,-12,0,12
CC(C)(C)NC(=O)NC(=O)C[n+]1ccc(Cc2ccc([N+](=O)[O-])cc2)cc1,0,-1,-1,1,-17,-13,10,-2.3,2,13
CC(C)(C)c1ccc(OCCC(=O)Nc2cccc(S(=O)(=O)N3CCCCC3)c2)cc1,-14,-3,3,8,-6,18,-6,-0.8,-2,-18
C(=NOCCc1ccccc1)c1ccncc1,91*,-5,5,-2,8,-8,-3,-2.9,0,8
CCCCN(CC)CCNC(=O)C1c2cc(OC)c(OC)cc2C(=O)N2CCc3ccccc3C12 (stereo not drawn),4,-8,-6,-2,2,-2,0,0.6,1,2
Nc1nc(SC2c3cccc4cccc(c34)C2NS(=O)(=O)c2ccccc2)n[nH]1 (stereo not drawn),-8,-10,3,-3,-20,-4,4,0.4,-3,4
COc1ccc(CN(C(=O)c2ccco2)C2CC(C)N(C)CC2C)cc1 (stereo not drawn),6,-2,2,5,-12,9,4,-0.3,-4,-9
Cn1cc(C(=O)C(=O)N2CCN(c3ccccc3)CC2)c2ccccc21,-7,-14,3,-2,-2,-10,6,-3.1,-2,10
CN1/C(=C\C(=O)COC(=O)CNC(=O)c2ccccc2F)C(C)(C)c2ccccc21,3,9,-4,2,1,-6,4,-1.0,-1,6
O=S(=O)(Nc1ncnc2c1oc1ccccc12)c1ccc(Cl)s1,-4,-2,-8,0,-5,3,-1,-3.0,-4,-3
COc1cccc(CNC(=O)CCC(=O)n2ncc3cc(C)ccc32)c1OC,x,-4,-7,7,-15,-22,10,-0.3,0,22

Other entries.
molecule,MITF act,dFosB act,Rtt109 HAT inh,HTR5A ag,PvdQ acylase,SR-BI HDL uptake,RTF Ca sens act,CDK5 inh,Wnt act,SR-BI DiI-HDL act
O=C(COC(=O)COc1ccc(Cl)cc1Cl)NC1CC1,-2,-1,-1,3,-6,-7,0,-2.0,2,7
CCOC(=O)C1CCCN(c2cc(C)nc3cc(-c4ccc(F)cc4)nn23)C1 (stereo not drawn),11,-8,7,-3,-13,48,-2,-5.2,x,-48
CCOc1ccc(/C=C/C(=O)OCC(=O)Nc2cccc(S(=O)(=O)N3CCCC3)c2)cc1,3,-9,0,-6,-3,36,-2,-0.7,11,x
CCN(CC)S(=O)(=O)c1cc(NC(=O)CNc2cccc(S(=O)(=O)N3CCOCC3)c2)ccc1C,-17,-7,6,3,-9,22,3,-2.4,-2,-22
CCOC(=O)N1CCN(C(=O)CNC(=O)C23CC4CC(CC(C4)C2)C3)CC1,11,-4,5,-1,10,-21,3,1.8,3,21
CCOc1ccc(C(=O)Nc2ccc(C(=O)N3CCOCC3)cc2)c(OCC)c1,-2,-7,5,5,-2,68,6,-0.9,0,x
COc1cccc(C2NC(=O)CCC2[N+](=O)[O-])c1 (stereo not drawn),-4,-3,x,-2,8,-8,6,0.9,0,8
O=[N+]([O-])c1cc([N+](=O)[O-])c(Oc2ccc(F)cc2)cc1NN1CCCCC1,8,-8,-4,-4,-9,-6,5,-0.4,-2,6
CCCCn1nnnc1SCC(=O)c1cc(Cl)ccc1OC,-7,-9,-2,0,-6,x,5,0.0,-4,x
CC(=O)OC(C(=O)N1CCN(c2ccc(F)cc2)CC1)c1ccccc1 (stereo not drawn),16,4,-4,0,13,-32,-4,-1.1,x,32
CC(O)CNc1ncnc2cc(-c3ccc(F)cc3)sc12 (stereo not drawn),u,-54,-13,-1,5,46,-7,0.1,12,-46
